PG9 binder: binds the HIV-1 gp120 antibody PG9; TR-FRET gp120-PG9 antibody binding; inhibition, % at 6.7 µM; actives 0.43% (n = 360,000); AID 624416; in the data active = inhibition above about 8.5%
NR1D1 modulator: modulates human Rev-erb alpha binding to DNA; P20393; actives 0.79% (n = 370,000); AID 1259318; activity, % at 10 µM; Rev-erbα–FITC-DNA binding, fluorescence polarization, 90 min;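 active = activity above about 14%, limit read from the data; passing the limit was not always enough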;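 also: 0% = DMSO wells with 35 nM protein and 100% = DMSO wells with 750 nM protein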
DAX1 inh-1: DAX1 (NR0B1) inhibition, primary screen; HEK293T StAR-luciferase reporter, SF-1/DAX-1 repression relief; inhibition, % at 6.8 µM; actives 1.1% (n = 370,000); AID 652010;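 active = inhibition above the mean over all tested compounds plus 3 SD, cut at about 3.6% in these data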;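 also: 0% = DAX-1 cells with DMSO and 100% = cells lacking DAX-1 with DMSO; higher inhibition means more luminescence from relief of DAX-1 repression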
PLC-beta3 inh: inhibitors of human phospholipase C beta3. Q01970. Purified PLC-beta3, fluorogenic substrate, fluorescence. inhibition, % at 12.2 µM. actives 0.18% (n = 370,000). AID 720704; in the data active = inhibition above about 11%;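 also: 0% = median of compound wells on plate and 100% = full blocker control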
DAX1 inh-2: inhibits human nuclear receptor DAX1; AID 504766; actives 0.99% (n = 340,000); HEK293 Gal4-DAX1 luciferase reporter, luminescence; P51843; inhibition, % at 6.75 µM;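 active = inhibition above the mean over all tested compounds plus 3 SD, cut at about 4.2% in these data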;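 also: 0% = DAX1-transfected cells with DMSO and 100% = empty-vector control cells with DMSO; inhibition shows as a rise in luminescence from relieved DAX1 repression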
Target sequence (P51843 207-470 limits assumed): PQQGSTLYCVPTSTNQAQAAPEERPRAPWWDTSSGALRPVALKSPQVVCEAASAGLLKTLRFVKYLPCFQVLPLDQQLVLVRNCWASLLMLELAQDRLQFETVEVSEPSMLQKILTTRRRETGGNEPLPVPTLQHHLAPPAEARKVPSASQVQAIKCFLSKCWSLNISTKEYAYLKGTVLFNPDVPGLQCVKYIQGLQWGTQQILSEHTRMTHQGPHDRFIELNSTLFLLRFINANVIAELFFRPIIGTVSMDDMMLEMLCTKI
hcDAF12 agonist: activators of H. contortus DAF-12 nuclear receptor | HEK293 hcDAF-12 lit1-tk-luc reporter, luminescence; 0% DMSO, 100% Δ7-dafachronic acid | activation, % at 6.8 µM | actives 1.4% (n = 370,000) | AID 652067;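 active = activation above the mean of all tested compounds plus 3 SD, cut at about 5.5% in these data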;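 also: 100% = response to 3 µM Δ7-dafachronic acid high control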
SMARCA2 act: activators of SMARCA2 function. AID 652017. MG213 cells, MMTV-luciferase reporter, dexamethasone, overnight. activation, % at 9.1 µM. actives 1% (n = 370,000); in the data active = activation above about 7.8%;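 also: 0% = vehicle wells and 100% = reference activator wells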
hgDAF-12 ag: activates the H. glycines DAF-12 receptor ligand-binding domain; HEK293 GAL4-hgDAF12 UAS-luciferase reporter, agonist luminescence; normalized to butyrate control; activation, % at 6.8 µM; actives 1.8% (n = 370,000); AID 687014;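 active = activation above a cutoff set at the mean of all screened compounds plus 3 SD, cut at about 10% in these data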;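 also: 0% = DMSO wells and 100% = sodium butyrate wells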
ssDAF12 agonist: activates DAF-12 receptor from parasite S. stercoralis; activation, % at 6.8 µM; actives 1% (n = 370,000); HEK293 ssDAF-12/GRIP1 lit1-tk-luc reporter, luminescence; % of 3 µM dafachronic acid response;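 active = activation above the mean over all tested compounds plus 3 SD, cut at about 0.9% in these data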;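 also: 0% = DMSO-only wells and 100% = 3 µM delta7-dafachronic acid wells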
GAA850 FXN act: frataxin GAA850 promoter activation | actives 0.56% (n = 360,000) | activation, % at 6 µM | HEK293 lucGAA850 FXN promoter luciferase reporter, 24 h; percent of 10 µM SAHA response | AID 540364;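 active = activation above the average of all compounds screened plus 3 SD, cutoff fixed separately per campaign, cut at about 7.5% in these data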;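 also: 0% = DMSO wells and 100% = 10 µM SAHA wells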
HGIII-sPLA2 inh: Inhibits HGIII-sPLA2 liposome hydrolysis, primary screen; inhibition, % at 12.2 µM; QFRET BODIPY PC-A2 liposome hydrolysis, fluorescence; AID 743126; actives 0.56% (n = 370,000);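 active = inhibition above mean plus 3 SD of compounds lying within the high and low control bounds, cut at about 19% in these data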;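 also: 0% = median of test compound wells and 100% = no enzyme DMSO wells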
Target sequence (Q9NZ20 whole entry, looked up): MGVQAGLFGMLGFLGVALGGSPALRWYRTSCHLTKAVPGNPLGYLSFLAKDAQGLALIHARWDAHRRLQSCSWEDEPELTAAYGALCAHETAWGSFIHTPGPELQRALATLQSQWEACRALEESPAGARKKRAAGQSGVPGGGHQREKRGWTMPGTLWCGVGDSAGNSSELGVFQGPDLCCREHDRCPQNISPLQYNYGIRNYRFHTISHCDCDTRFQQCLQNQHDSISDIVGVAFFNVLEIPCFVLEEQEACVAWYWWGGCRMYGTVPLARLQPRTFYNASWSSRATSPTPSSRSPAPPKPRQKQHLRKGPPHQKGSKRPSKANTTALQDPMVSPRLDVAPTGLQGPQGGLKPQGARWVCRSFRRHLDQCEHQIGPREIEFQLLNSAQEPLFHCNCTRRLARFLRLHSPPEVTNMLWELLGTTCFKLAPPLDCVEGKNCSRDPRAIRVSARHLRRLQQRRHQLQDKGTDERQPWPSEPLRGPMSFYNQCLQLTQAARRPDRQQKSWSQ
* marks the source's active call; other numbers are inactive results. This is a random part of the collection (roughly 7% active in at least one column).

structure | PG9 binder | NR1D1 modulator | DAX1 inh-1 | PLC-beta3 inh | DAX1 inh-2 | hcDAF12 agonist | SMARCA2 act | hgDAF-12 ag | ssDAF12 agonist | GAA850 FXN act | HGIII-sPLA2 inh
CC(C)Cn1cnc2sc3c(c2c1=N)CCCC3 | -1.0 | 1 | -0.5 | 2 | -0.4 | -0.3 | -2 | -1.7 | -1.0 | 0.3 | 1
CCN(C(=O)COC(=O)CCCN1C(=O)c2cccc3cccc(c23)C1=O)C1CCS(=O)(=O)C1 (configuration not stated) | 2.2 | 3 | 1.0 | -57 | 1.2 | -2.2 | 0 | -2.2 | -1.0 | 1.9 | 13
Cc1cc(CNC(=O)C2CCC(=O)N(Cc3ccccc3F)C2)on1 (configuration not stated) | 1.5 | 0 | 0.9 | 0 | 0.0 | -0.8 | -2 | 0.5 | -1.2 | 0.2 | 4
COc1ccc(S(=O)(=O)N2CCN(C(=O)C3CCC3)CC2)cc1 | -0.8 | 5 | 1.3 | -2 | 1.3 | -0.8 | 7 | 0.3 | -1.2 | -1.4 | 0
O=C(Cc1c(F)cccc1Cl)NC1=NCCS1 | -2.6 | 0 | -0.7 | 0 | 1.9 | 0.1 | 2 | 4.2 | -1.1 | 1.2 | 1
COC(=O)c1ccc(CNC(=O)c2ccc3oc(C(C)C)nc3c2)cc1 | -1.9 | -5 | 4.2* | -10 | 1.2 | 0.4 | 2 | 5.3 | -0.7 | 5.3 | 3
Cc1nn(CC(=O)NNC(=S)NCC2CCCO2)c(C)c1Br (configuration not stated) | -2.2 | -2 | 0.5 | -7 | 0.0 | -2.3 | -1 | -2.2 | -1.1 | -0.1 | 11
O=C(Nc1ccccc1)Nc1nc(-c2ccccc2)cs1 | -0.6 | -1 | -0.4 | -4 | -1.5 | -3.5 | -5 | -2.4 | -1.9 | -1.8 | -5
C=CCn1c(C)cc(C(=O)CSc2nc(N)cc(N)n2)c1C | 0.1 | -2 | 0.2 | -3 | 4.6* | 3.0 | 5 | 4.0 | -0.1 | 2.7 | 0
O=C(NCCCCCCNC(=O)c1cncc(O)c1)c1cncc(O)c1 | 0.8 | 4 | 0.2 | -5 | -0.8 | 0.3 | 5 | -1.1 | -1.1 | 1.3 | 6
C=CCOc1nc2c(c(=O)n(C)c(=O)n2C)n1Cc1c(Cl)cccc1Cl | -0.8 | 7 | -0.7 | 2 | 1.2 | -0.8 | -2 | -2.2 | -1.2 | 0.9 | 1
COc1cc(Cl)c(C)cc1NC(=O)COc1ccc(C)nc1[N+](=O)[O-] | -0.7 | 3 | 1.4 | -2 | -0.1 | -0.2 | 7 | 0.3 | -0.5 | 1.1 | 3
COc1ccc(OC)c(C(=O)NC(CC(N)=O)c2ccc(N3CCN(c4ccccc4)CC3)c([N+](=O)[O-])c2)c1 (configuration not stated) | 1.5 | -2 | -0.2 | -3 | -1.3 | -0.7 | -1 | -0.3 | -1.3 | -1.1 | 6
O=C(c1cccc(S(=O)(=O)NCc2ccccc2)c1)N1CCN(c2cccc(C(F)(F)F)c2)CC1 | -2.7 | 0 | -1.2 | -2 | -1.0 | -3.9 | 0 | -0.3 | -1.3 | -2.3 | -22
CCCOc1ccc2ccccc2c1/C=N/n1c(C)nnc1-n1nc(C)cc1C | 2.2 | 3 | -1.9 | 1 | -2.3 | -1.5 | -1 | -0.2 | -1.7 | -2.0 | 10
CO/N=C(\Cn1ncc(N2CCCC2)c(Cl)c1=O)c1ccc(Cl)cc1 | -1.4 | 0 | -0.2 | 1 | -1.0 | -0.8 | -1 | -1.6 | -0.6 | 2.9 | 9
COc1cc(Cl)cc(/C=N/NC(N)=O)c1O | -3.6 | 3 | -0.1 | -415 | -0.4 | -0.2 | -1 | 0.3 | -1.2 | 1.0 | 1
O=C(Cn1c(=O)sc2ccccc21)Nc1ccccc1 | -0.6 | -8 | -0.8 | 3 | -0.1 | -2.3 | -2 | -0.6 | -1.4 | 1.6 | -5
CN1CCOCCOCCN(C)C1=O | 0.4 | 1 | -0.2 | 2 | -0.4 | -1.5 | 2 | 0.5 | -1.2 | -0.5 | 4
Cc1ccc(C)c(-c2csc(-c3cccnc3)n2)c1 | -1.2 | 11 | -0.8 | -3 | 1.8 | -0.4 | 1 | 2.1 | -1.1 | -0.3 | 2
O=C(Cc1cccc(C(F)(F)F)c1)Nc1cccc(S(=O)(=O)N2CCCC2)c1 | -0.4 | 0 | 0.3 | -26 | 0.2 | -1.2 | -3 | -2.1 | -1.2 | 0.5 | -31
CCOc1cc(C(N)=O)cc(Br)c1OCC | 1.8 | 2 | -0.3 | -3 | -0.5 | -2.3 | -2 | 2.9 | -1.6 | -1.6 | 1
O=C(NC(Cc1ccccc1)c1ccc2c(c1)OCCCO2)c1ccccc1F (configuration not stated) | -0.1 | 4 | -0.4 | 0 | -0.4 | -1.1 | 0 | 0.5 | -1.3 | -2.4 | -4
Cc1ccc(NCCC(=O)c2ccc(Br)cc2)cc1 | 1.8 | -7 | 0.4 | 1 | 3.7 | 0.2 | 0 | 0.8 | -1.5 | -0.9 | 2
Cc1cccc(NS(=O)(=O)c2ccc(C)c(C(=O)NCC(c3ccco3)N3CCCCC3)c2)c1 (configuration not stated) | -0.9 | 0 | 0.2 | 1 | -1.4 | -1.4 | 0 | -2.2 | -1.6 | -2.8 | -28

structure | PG9 binder | NR1D1 modulator | DAX1 inh-1 | PLC-beta3 inh | DAX1 inh-2 | hcDAF12 agonist | SMARCA2 act | hgDAF-12 ag | ssDAF12 agonist | GAA850 FXN act | HGIII-sPLA2 inh
CCn1cc(C(=O)NCCCOC(C)C)c(=O)c2cc(S(=O)(=O)N3CCOCC3)ccc21 | 0.4 | 0 | -0.1 | 0 | 1.1 | -1.5 | -1 | -1.0 | -0.6 | 0.7 | 2
Cc1cc(C)cc(S(=O)(=O)c2cnc3ccccc3n2)c1 | 0.0 | 2 | -0.7 | -4 | 0.3 | -1.9 | -4 | 0.2 | -1.5 | -0.2 | 2
C=CCn1c(SCc2nc(N)nc(N(C)C)n2)nnc1-c1cccnc1 | -2.3 | -3 | -0.3 | 5 | -0.2 | 1.5 | 2 | 0.8 | -1.5 | -0.1 | 0
CCOc1ccc(S(=O)(=O)N(CC)CC(=O)NC2CC2)cc1 | 2.2 | 2 | 0.3 | -10 | 1.4 | 0.1 | -1 | -2.6 | -0.9 | 2.1 | 3
COCc1[nH]nc2c1C(c1ccc(OC)cc1)C(C#N)=C(N)O2 (configuration not stated) | -2.1 | 3 | 0.1 | -3 | 0.8 | -1.2 | 0 | -0.1 | -1.2 | -0.5 | -2
O=C(NCCCn1ccnc1)c1cc(C(=O)C2CC2)c[nH]1 | 0.8 | -1 | 0.8 | 3 | 0.0 | -1.4 | 6 | -1.3 | -1.6 | 0.8 | 1
O=C(Nc1ccc(Oc2ccc(C(F)(F)F)cn2)c(Cl)c1)C1CC1 | -0.8 | 0 | -1.0 | -1 | -0.9 | -2.4 | -4 | -5.2 | -1.5 | 0.4 | -6
Cc1cccc(C)c1N(CC(=O)N1CCCC1)S(C)(=O)=O | 0.2 | -3 | -0.2 | -4 | -1.0 | -1.7 | 0 | -2.2 | -1.8 | 0.3 | 2
CCOC(=O)N/N=C/c1ccc(N2CCOCC2)s1 | -13 | 0 | 0.7 | -20 | 0.2 | 2.3 | 0 | 4.8 | -1.6 | 5.4 | 16
N=c1n(Cc2ccccc2)c2ccccc2n1CC(O)COc1ccc(Cl)cc1Cl (configuration not stated) | -1.6 | -1 | -0.6 | 5 | -1.0 | -1.3 | -4 | -0.4 | -1.0 | -3.3 | 4
Cc1cc(C(=O)OCC(=O)N2CCCCCC2)ccc1[N+](=O)[O-] | 0.1 | -4 | -0.8 | -8 | -0.4 | 0.2 | -3 | -1.5 | -0.8 | 0.3 | 11
CCOC(=O)N1CCC(N(CCN(C)C)C(=S)Nc2ccccc2OC)CC1 | 1.5 | 2 | 0.4 | -5 | 0.9 | -0.5 | -2 | 0.1 | 0.0 | -2.1 | 8
O=C(NCCc1ccc(F)cc1)c1ccc2nccnc2c1 | -0.1 | 1 | 7.2* | -25 | 1.0 | 3.9 | 5 | 15* | 0.5 | 3.2 | 1
Nc1nc(N2CCCCC2)nc(N(c2ccccc2)c2ccccc2)n1 | 0.1 | -6 | 0.6 | 2 | -0.1 | -0.6 | -2 | 0.9 | -1.8 | 1.1 | 3
Cc1cc(=O)[nH]c(N2CCN(C(c3ccccc3)c3ccccc3)CC2)n1 | -1.0 | -8 | -0.3 | 1 | 0.6 | 1.0 | 1 | 0.8 | -0.7 | 2.0 | 5
O=C(Nc1ccc(/C=C/c2nc3ccccc3o2)cc1)c1ccc(F)cc1 | 0.9 | 6 | 0.1 | -22 | -0.2 | -0.7 | 4 | 2.5 | -0.3 | 3.7 | -7
CSCC[C@H](NC(=O)[C@@H]1Cc2ccccc2CN1)C(=O)NC(C)c1ccccc1 (some centres not stated) | 0.8 | 9 | -0.3 | -4 | 0.5 | -2.1 | -2 | 0.6 | -1.2 | -0.7 | 8
CCCC(C(=O)NC(C)(C)C)N(Cc1ccccc1)C(=O)c1snc(C(N)=O)c1N (configuration not stated) | -1.2 | -7 | 0.8 | -66 | 0.1 | -0.7 | -5 | -0.8 | -1.4 | -1.5 | 3
COc1cccc(N(C(=O)c2cccs2)c2nc3ccccc3s2)c1 | 0.4 | 4 | 1.0 | 5 | 1.1 | -0.2 | -4 | 3.4 | -0.8 | 4.6 | 5
O=C(Cn1c(=O)oc2ccc(Cl)cc21)NC1CCCCC1 | -0.6 | -2 | 0.0 | -3 | 0.5 | -1.8 | -3 | 1.9 | -1.0 | 0.1 | 0
O=C(CSc1nnc(-c2ccco2)o1)NC1CC2CCC1C2 (configuration not stated) | 0.0 | -2 | 0.0 | -2 | 0.0 | 0.4 | 2 | 2.5 | -0.9 | -0.2 | 0
CSc1ccccc1NC(=O)c1cnc2n(c1=O)CCS2 | -1.2 | -2 | 0.1 | -1 | -0.3 | -2.5 | 0 | 1.7 | -1.9 | 0.5 | -3
CCCCN1C(=O)C2NN=C(C(=O)OCC)C2C1=O (configuration not stated) | 0.3 | 1 | 0.5 | -1 | 1.8 | -2.2 | 2 | 1.2 | -1.6 | -0.7 | -2
COc1ccc(-c2cnc(SCC(=O)Nc3nc(C(C)(C)C)cs3)n2Cc2ccco2)cc1 | -0.1 | 0 | 0.1 | -5 | -0.9 | -0.3 | -3 | -2.0 | -1.7 | 2.6 | -14
Cc1csc(NC(=O)c2cc(-c3ccccc3)nc3ccccc23)n1 | -0.5 | 3 | -1.4 | -7 | -1.9 | -2.6 | -2 | -2.9 | -1.6 | -0.3 | -15

Compound activity deposited in PubChem by several laboratories.
